Compound activity deposited in PubChem BioAssay by National Center for Advancing Translational Sciences (NCATS).
USP1-UAF1 inh: inhibitors of human USP1/UAF1 deubiquitinase | O94782 | recombinant USP1/UAF1, Ub-Rhodamine cleavage fluorescence | Potency, µM (titrated, usually from 57.1 µM), for the others: top-dose activity change, negative = inhibition, actives largely listed as inhibitors | 390,000 compounds, 0.23% hits | AID 743255; note: % is set by controls: 0 for no effect and ±100 for the full control effect; nearly all actives have a fitted effect of over 60% in size; inactives centre near -12
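1 nM enzyme complex + cpd, 15 min RT; start with Ub-Rho 150nM final; kinetic fluorescence ex 480/em 540, 6 reads q60 s. Buffer 50mM HEPES pH 7.8, 0.5mM EDTA, 0.1 mg/ml BSA, 1mM TCEP, 0.01% Tween-20.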
ALOX12 inh: inhibitors of human 12S-lipoxygenase ALOX12; Potency, µM (titrated, usually from 108 µM), for the others: top-dose activity change, negative = inhibition, most hits filed as inhibitors; AID 1671190; 580,000 compounds, 1.1% hits; purified 12hLO, xylenol orange hydroperoxide absorbance; P18054; note: % is set by controls: 0 for no effect and ±100 for the full control effect
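Hydroperoxide product was detected by ferrous iron/xylenol orange as the 573 to 405 nm absorbance ratio. Arachidonic acid at 40 uM (final) was turned over for 30 min at room temperature by 150 nM human 12hLO, pH 7.0 Hepes buffer, after 15 min compound preincubation.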
RXFP1 ag: agonists of human relaxin receptor RXFP1; HEK293T-RXFP1 cAMP TR-FRET, 30 min; response scale: percent of porcine relaxin response, buffer zero; Potency, µM (titrated, usually from 57.5 µM), for inactives: at the highest dose activation, usual class: activators; 370,000 compounds, 0.3% hits; AID 2676; note: % is set by controls: 0 for no effect and ±100 for the full control effect; nearly all actives have a fitted effect of over 60% in size; many of its hits are not listed in these tables
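cAMP rise read by TR-FRET after 30 min, 37C compound exposure (up to 58 uM) in RXFP1-transfected HEK293 cells with Ro 20174 present. EC50 from Hill-equation fits, with 29 nM porcine relaxin as 100% and buffer as basal.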
TrxR1 substrate: is turned over as a substrate by rat TrxR1; O89049; purified TrxR1 substrate turnover, NADPH consumption readout; Potency, µM (doses to about 114 µM), without a hit: top-dose activity change, negative = substrate turnover; 390,000 compounds, 0.01% hits; AID 588456; note: % is set by controls: 0 for no effect and ±100 for the full control effect; nearly all actives have a fitted effect of over 50% in size
Target sequence (O89049 whole entry, looked up): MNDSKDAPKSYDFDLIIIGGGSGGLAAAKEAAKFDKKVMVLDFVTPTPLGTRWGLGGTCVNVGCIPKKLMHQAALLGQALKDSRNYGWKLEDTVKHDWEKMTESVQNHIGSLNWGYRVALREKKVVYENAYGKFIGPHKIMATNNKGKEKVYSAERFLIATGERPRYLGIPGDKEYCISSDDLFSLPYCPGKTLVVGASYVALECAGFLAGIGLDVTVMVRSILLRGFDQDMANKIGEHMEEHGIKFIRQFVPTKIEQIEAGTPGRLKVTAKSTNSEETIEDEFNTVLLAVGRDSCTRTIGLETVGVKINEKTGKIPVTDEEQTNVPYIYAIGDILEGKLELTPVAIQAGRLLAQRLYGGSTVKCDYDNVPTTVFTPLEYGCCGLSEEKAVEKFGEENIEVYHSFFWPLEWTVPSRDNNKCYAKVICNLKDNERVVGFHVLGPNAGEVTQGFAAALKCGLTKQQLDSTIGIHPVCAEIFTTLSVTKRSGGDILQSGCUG
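Rat TrxR1, dispensed at 90 nM, was prereduced with 400 uM NADPH (final) for 5 min at ~22 deg C, then incubated with compound 15 min before 400 uM selenite. A first-read NADPH fluorescence drop versus no-compound background flagged substrates.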
Vif-APOBEC3G blk: Vif-A3G binding inhibition. Q9HC16. HeLa A3G-eYFP + Vif (tagged APOBEC3G with the HIV-1 protein that degrades it), YFP fluorescence, overnight. Potency, µM (doses to about 46.1 µM), for inactives: top-dose activity, negative = active, most hits filed as inhibitors. 410,000 compounds, 0.076% hits. AID 602310;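 note: % is set by controls: 0 for no effect and ±100 for the full control effect; nearly all actives have a fitted effect of over 60% in size; hits raise eYFP signal because A3G escapes Vif-driven loss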
Target sequence (Q9HC16 whole entry, looked up): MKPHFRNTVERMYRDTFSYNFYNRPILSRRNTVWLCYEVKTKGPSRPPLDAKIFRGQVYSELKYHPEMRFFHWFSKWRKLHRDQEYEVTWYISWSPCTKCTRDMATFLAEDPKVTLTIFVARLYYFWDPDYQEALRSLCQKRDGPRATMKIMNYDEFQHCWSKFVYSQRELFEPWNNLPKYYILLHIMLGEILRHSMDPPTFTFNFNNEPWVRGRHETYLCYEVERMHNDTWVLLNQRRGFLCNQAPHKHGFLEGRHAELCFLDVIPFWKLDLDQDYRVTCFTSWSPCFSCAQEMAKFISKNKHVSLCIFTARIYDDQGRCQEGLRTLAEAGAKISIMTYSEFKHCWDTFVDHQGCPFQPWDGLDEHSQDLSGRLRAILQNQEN
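Read-out is eYFP fluorescence (Ex 488/Em 500-530) from Vif-expressing HeLa A3G-eYFP cells; more signal means A3G escaped Vif-mediated degradation. Cells plated overnight, compound pinned in, incubated overnight at 37 deg C.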
rTrxR1 inhibitor: blocks rat thioredoxin reductase 1; O89049; recombinant rTrxR1, NADPH fluorescence consumption, selenite substrate; Potency, µM (top dose mostly 114 µM), for inactives: at the highest dose activity change, negative = inhibition, most hits filed as inhibitors; 390,000 compounds, 1% hits; AID 588453; note: % is set by controls: 0 for no effect and ±100 for the full control effect; nearly all actives have a fitted effect of over 65% in size
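Rat TrxR1 (90 nM in the dispensed reagent) was pre-reduced with 400 uM NADPH for 5 min at room temperature, then incubated with compound for 15 min. After 400 uM selenite was added, NADPH fluorescence (Ex 340/Em 450 nm) was followed for 8 min.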
Vif-A3F inh: Vif-A3F binding inhibition | HeLa A3F-eYFP + Vif (tagged APOBEC3F with the HIV-1 protein that degrades it), YFP fluorescence increase | Potency, µM (doses to about 46.1 µM), without a hit: at the highest dose activity, negative = active | 390,000 compounds, 0.2% hits; note: % of control where 0% means no effect; nearly all actives have a fitted effect of over 65% in size
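Fluorescence increase (Ex 488/Em 500-530) after overnight compound treatment at 37 deg C flags inhibition of Vif-driven A3F-eYFP loss in stable HeLa A3F-eYFP/Vif cells seeded overnight beforehand.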
IDH1 R132H inh: inhibitors of human mutant IDH1 R132H; AID 602179; Potency, µM (highest dose often 76.6 µM), without a hit: at the highest dose activity change, negative = inhibition, hits mostly inhibitors; 390,000 compounds, 0.093% hits; IDH1-R132H enzyme, NADPH consumption, diaphorase/resazurin fluorescence; O75874; note: % is set by controls: 0 for no effect and ±100 for the full control effect; nearly all actives have a fitted effect of over 65% in size
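IDH1-R132H (0.5 ug/mL) preincubated 30 min with compound, then NADPH (0.016 mM) and alpha-KG (2 mM) added; 80 min at RT, pH 7.5. Remaining NADPH coupled via diaphorase/resazurin to fluorescence (540/590 nm); concentration-response curves normalized to no-enzyme control.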
RGS4 inhibitor: blocks human RGS4-accelerated GTP hydrolysis | P49798 | Transcreener GDP fluorescence polarization, RGS4-accelerated GTP hydrolysis | Potency, µM (doses to about 114 µM), without a hit: top-dose activity change, negative = inhibition, usual class: inhibitors | 390,000 compounds, 0.039% hits | AID 504845; note: % is set by controls: 0 for no effect and ±100 for the full control effect; nearly all actives have a fitted effect of over 75% in size; some results filed as inactive show a strong effect at the top dose
Target sequence (P49798 whole entry, looked up): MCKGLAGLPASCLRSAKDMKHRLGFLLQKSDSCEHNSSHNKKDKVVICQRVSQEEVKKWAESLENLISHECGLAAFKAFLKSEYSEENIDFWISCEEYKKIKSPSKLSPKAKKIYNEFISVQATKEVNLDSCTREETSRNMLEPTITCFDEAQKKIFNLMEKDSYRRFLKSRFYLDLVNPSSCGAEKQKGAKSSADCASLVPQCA
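MLSMR compounds (23 nl, pin-transferred) preincubated 10 min at room temperature with a 500nM (2x) first reagent, then RGS4 at 900nM (2x) plus Transcreener GDP mix added; fluorescence polarization (620/688 nm) read before and after 90 min at 30 °C.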
Active calls of the source: *; i = inactive; ? = inconclusive; . = not tested or not shown; [ ] = dose if it differs, or a comment. Calls come from the whole dose curve; as a rule, active = well fitted curve in the direction sought with a large enough effect; inconclusive = small, poorly fitted or top-dose-only effect, or another doubt; inactive = no such curve, though single readings can be large; an effect the other way counts as inactive or inconclusive. Potency is the fitted concentration of half-maximal effect. Not all compounds are listed, so the mix of outcomes need not match the whole.

SMILES | USP1-UAF1 inh | ALOX12 inh | RXFP1 ag | TrxR1 substrate | Vif-APOBEC3G blk | rTrxR1 inhibitor | Vif-A3F inh | IDH1 R132H inh | RGS4 inhibitor
S=C(NC1CCCC1)N1CCN(c2ccc(Cl)cc2)CC1 | -21.4% | -17.0% | 0.1% | -16.4% | 0.8% | ? | 2.2% | -1.1% | 6.9%
O=C1CC(C(=O)NCc2ccccc2)C2(CCCC2)O1 (stereo not given) | 2.2% | 16.3% | -0.4% | 6.3% | 0.6% | 19.5% | -13.4% | 0.6% | 3.3%
Cc1ccc(C(=O)c2c(NC(=O)c3ccccc3)sc(C)c2C)cc1 | -17.7% | ? | -0.7% | -11.8% | 1.2% | -24.9% | -21.2% | -5.4% | ?
CCOc1cc(/C=N/NC(=O)c2cccc(S(=O)(=O)N3CCOCC3)c2)ccc1OCC(=O)N(C)C | -17.2% | -29.5% | -0.3% | -8.6% | 2.6% | -3.4% | 6.0% | -7.4% | -22.7%
O=C(CSc1nc2ccccc2c(=O)n1-c1ccc(F)cc1)Nc1ccc2c(c1)CCC2 | -19.5% | -9.4% | 1.3% | 3.8%[57.1 µM] | -10.8% | 15.6%[57.1 µM] | -5.6% | 1.7% | -8.6%
CCOC(=O)c1cnc(=O)[nH]c1C | -5.4% | . | 2.3% | -3.0% | -0.3% | -9.3% | -4.1% | 3.8% | -2.1%
CC(C)(C)CC(C)(C)c1ccc(OCC(=O)N/N=C/c2ccc(S(=O)(=O)O)o2)cc1 | -10.2% | i | -5.4% | 10.3%[57.1 µM] | 0.2% | 11.5% | 14.6% | 1.8% | 0.7%
COc1ccc(-c2cc3ncc(-c4ccccc4)c(N)n3n2)cc1 | -11.1% | 8.1% | 1.4% | 5.6% | -8.5% | 5.5% | ? | 10.5% | -2.5%
Cc1cc(CNC(=O)c2cccc(OC3CCN(S(=O)(=O)N(C)C)CC3)c2)on1 | -11.9% | -7.2% | -0.3% | 4.0% | 2.9% | 3.9% | 2.6% | 3.9% | -12.1%
COc1cc(/C(C)=C/c2ccccc2)c2c(c1)oc1ccccc12 | . | . | 3.2% | 104.7%[activator] | -6.0% | 135.1%[activator] | . | . | .
Cc1ccc(CNC(=O)CN(C)S(=O)(=O)c2cccc3cccnc23)cc1 | -5.8% | 15.4% | 2.8% | -8.2% | 0.2% | 6.5% | 0.9% | -2.4% | 9.4%
CCCCN1CC(O)=C(c2nc(-c3ccc(Cl)cc3)cs2)C1=N | -27.2% | -3.8% | 5.6% | -6.2% | -0.8% | 1.8% | -4.9% | 0.0% | -20.9%
COC(=O)C1=C(C)NC(=O)/C1=C\c1cc(C)n(-c2cccc(C)c2)c1C | -14.6% | ? | 1.0% | -7.3% | -3.1% | ? | -5.3% | 13.8% | -8.4%
C[C@@H](Nc1nc(-c2ccccc2)nc2c1oc1ccccc12)C(=O)O | -24.3% | -1.0%[57.4 µM] | 2.0% | 8.7% | -2.8% | 13.7% | -10.7% | 9.9% | -0.3%
Cc1cccc(NC(=O)CN(C)S(=O)(=O)c2ccc3c(c2)c(=O)n(C)c(=O)n3C)c1 | -6.0% | -11.9% | -0.3% | -4.8% | 5.2% | -2.4% | 1.1% | -1.1% | -44.5%

The final three records of the section above come first, to join the parts.
SMILES | USP1-UAF1 inh | ALOX12 inh | RXFP1 ag | TrxR1 substrate | Vif-APOBEC3G blk | rTrxR1 inhibitor | Vif-A3F inh | IDH1 R132H inh | RGS4 inhibitor
COC(=O)C1=C(C)NC(=O)/C1=C\c1cc(C)n(-c2cccc(C)c2)c1C | -14.6% | ? | 1.0% | -7.3% | -3.1% | ? | -5.3% | 13.8% | -8.4%
C[C@@H](Nc1nc(-c2ccccc2)nc2c1oc1ccccc12)C(=O)O | -24.3% | -1.0%[57.4 µM] | 2.0% | 8.7% | -2.8% | 13.7% | -10.7% | 9.9% | -0.3%
Cc1cccc(NC(=O)CN(C)S(=O)(=O)c2ccc3c(c2)c(=O)n(C)c(=O)n3C)c1 | -6.0% | -11.9% | -0.3% | -4.8% | 5.2% | -2.4% | 1.1% | -1.1% | -44.5%
Cc1occc1-c1nnc(SCC(=O)Nc2c(F)cccc2F)n1C | -12.1% | 2.3% | 1.2% | 1.8% | 0.8% | -1.4% | 6.7% | 8.8% | -26.7%
COC(=O)C1=CN(c2ccc(Cl)cc2)C=C(C(=O)OC)C1c1ccc([N+](=O)[O-])cc1 | -24.2% | ? | 1.1% | 0.6% | -0.7% | 15.8% | 0.5% | -14.6% | -2.5%
COCCn1c(C)cc(/C=C(\C#N)C(=O)OCC(=O)Nc2ccc(S(N)(=O)=O)cc2)c1C | -10.6% | -12.1% | 1.1% | -6.2%[57.1 µM] | -5.1% | ? | ? | -9.7% | -13.2%
CNCCCC1c2ccccc2C=Cc2ccccc21 | -18.9% | -29.4% | 0.9% | 18.5%[57.1 µM] | 0.2% | 9.9%[57.1 µM] | 6.2% | -9.2% | 8.7%[56.9 µM]
COc1ccc(-c2nnc(SCc3nc4ccccc4c(=O)[nH]3)o2)cc1 | -2.5% | 19.4% | 8.1% | 1.7% | -2.5% | 7.5% | -24.7% | 2.2% | 14.6%
CCc1ccc(N2CC(C(=O)N3CCCCCC3)CC2=O)cc1 (stereo not given) | -17.6% | -4.4% | 1.6% | 1.2% | 2.1% | -3.0% | 4.6% | 2.4% | -20.2%
CCn1nc(CC(C)C)cc1C(=O)N1CCCC(Nc2ccc(F)cc2)C1 (stereo not given) | -2.4% | -11.9% | -2.5% | -6.8% | -0.9% | -17.0% | -2.1% | 2.5% | -27.6%
CCC(C)(C)C(=O)Nc1cc([N+](=O)[O-])ccc1Cl | -6.0% | 1.0% | -0.4% | -0.1%[11.4 µM] | -0.8% | 10.9%[11.4 µM] | 1.6% | 9.4% | -0.7%
CCOC(=O)c1cnn(-c2ccccc2)c1NC(=O)c1cccs1 | ? | 3.5% | 3.6% | 7.4% | -4.7% | 4.7% | -11.7% | 0.1% | 18.2%
O=C(COC(=O)c1sc2ccccc2c1Cl)NCC1CCCCC1 | -9.1% | -15.2% | -0.4% | -5.8% | 0.4% | -6.6% | 0.1% | 1.7% | -14.3%
O=C(O)CCCn1nc(-c2ccccc2)c2ccccc21 | -13.3% | 25.5% | 2.4% | 1.0%[57.1 µM] | -3.4% | 29.5% | -0.5% | 4.4% | 8.7%
COCCNC(=O)c1ccc2nc(Cc3ccccc3)oc2c1 | -19.7% | -1.4% | -1.0% | -3.5%[57.1 µM] | -3.0% | 14.1%[57.1 µM] | 1.7% | -7.7% | 0.7%
COC(=O)C1=C(C)N(CC2CCCO2)C(=O)/C1=C\c1ccc(O)cc1 (stereo not given) | -2.2% | 0.0% | -0.8% | 9.8%[57.1 µM] | -0.2% | -42.8% | -6.7% | 8.3% | -4.7%
N#C/C(=C\c1ccco1)C(=O)Nc1cccc2ncccc12 | -12.8% | -14.2% | 0.2% | -5.7% | 6.3% | -4.2% | 0.7% | 10.5% | 8.2%[11.4 µM]
O=C(COC(=O)c1ccc(CO)cc1)Nc1ccc2ccccc2c1 | -23.3% | ? | 2.1% | -0.3% | -12.3% | 3.4% | -2.1% | -12.3% | -21.2%
CC(NC(=O)c1ccc(CS(C)(=O)=O)cc1)c1ccc(-c2ccccc2)cc1 (stereo not given) | -23.2% | -23.0% | 2.2% | 6.2% | 0.5% | 22.3% | 4.5% | -4.8% | 6.2%
O=C/C(=C\Nc1ccccn1)c1nc2cc(Cl)ccc2o1 | -14.0% | -22.6% | 0.1% | -6.5%[57.1 µM] | -14.2% | 5.5% | -1.9% | 0.1% | -8.9%
O=C(CSc1ccccc1)NCCSCc1ccccc1 | -6.2% | -4.1% | -0.2% | -8.0% | -1.3% | 3.0% | 1.3% | 2.1% | 7.5%
COC(=O)CNC(c1ccccc1)c1cc(Cl)ccc1NC(=O)c1cccc(Cl)c1 (stereo not given) | -18.5% | -1.8% | 0.2% | 10.0% | -4.0% | 22.1% | -0.6% | -0.4% | -11.7%
CC(O)(C#CCN1CCCCCC1)c1ccccc1 (stereo not given) | -20.1% | ? | -3.8% | 11.3% | -2.9% | 15.9%[57.1 µM] | -8.2% | 1.4% | -49.9%
Cc1ccc(CSCc2ccc(C(=O)NCCc3ccc(Cl)cc3)o2)cc1 | -8.3% | ? | -0.2% | -1.9%[57.1 µM] | 6.6% | 13.3%[57.1 µM] | -5.0% | -14.5% | 2.3%
Cc1cc(C)nc(SCc2ccc(C(=O)N/N=C/c3ccccn3)cc2)n1 | -17.1% | -0.7% | 2.6% | -7.4% | -1.8% | 21.0%[57.1 µM] | 3.2% | 6.9% | -7.1%
Cc1cc([N+](=O)[O-])c(=O)[nH]c1C | -17.1% | ? | . | 7.3%[57.1 µM] | 0.6% | 5.4%[11.4 µM] | 10.2% | 6.5% | 25.4%
Cc1ccc(C)c(-n2cc(-c3ccc(Cl)cc3)nc2SCC(=O)NC2CCS(=O)(=O)C2)c1 (stereo not given) | -4.4% | -0.2% | 2.9% | 1.4% | -5.3% | 0.2% | -0.3% | -0.4% | -14.8%
